# Compound activity as filed in PubChem BioAssay.
# Rev-RRE block: disrupts HIV-1 Rev binding to RRE RNA. AID 704. Rev peptide-RRE RNA binding, FRET. inhibition, % at 8 µM. hit rate 0.79% among 97,000;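 active = inhibition above the screen-wide mean plus 3 SD, cut at about 35% in these data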;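 note: 0% = median DMSO wells and 100% = median Neomycin B control wells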
# Target sequence (P05866 whole entry, looked up): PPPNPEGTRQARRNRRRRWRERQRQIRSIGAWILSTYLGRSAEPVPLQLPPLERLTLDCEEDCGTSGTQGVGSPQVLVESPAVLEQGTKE
#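 assay system = Cy5-tagged RRE RNA duplex with fluorescein-tagged Rev peptide | incubation = 5 + 15 min at 25 °C | also added = labelled Rev peptide | measure = % inhibition of FRET ratio versus controls | benchmarks = DMSO wells as 0% and neomycin B wells as 100% inhibition | measured by = FRET fluorescence readout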
# MT1-MMP txn act: activates MT1-MMP transcription | HT1080 MT1-MMP promoter luciferase reporter, luminescence, overnight; active compounds read high | activation factor at 10 µM | hit rate 0.16% among 86,000 | AID 750;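 active = activation factor of at least 2 for MT1-MMP transcription at 10 µM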
# PLAP act: activators of human placental alkaline phosphatase | activation fold at 20 µM | hit rate 1.2% among 96,000 | purified PLAP enzyme, luminescent substrate read-out; active compounds read high; in the data active = activation fold above about 2
# EphB4 ephrin blk: blocks human EphB4 binding to ephrin-B2 | P54760 | hit rate 0.15% among 97,000 | inhibition, % at 7 µM | EphB4 LBD / TNYL-RAW-Alexa532 peptide, fluorescence polarization | AID 720;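 active = inhibition above the screen-wide mean inhibition plus 3 SD, cut at about 15% in these data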;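 note: 0% = DMSO wells and 100% = excess unlabeled TNYL-RAW peptide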
# PLK1 PBD inh: blocks phosphopeptide binding to human Plk1 polo box domain; P53350; Plk1 PBD phosphopeptide binding, fluorescence polarization; inhibition, %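 (tested at about 20 µM)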; hit rate 0.13% among 97,000; AID 693; in the data active = inhibition above about 34%, passing the limit was not always enough
# Target sequence (P53350 whole entry, looked up, the tested form may be a part): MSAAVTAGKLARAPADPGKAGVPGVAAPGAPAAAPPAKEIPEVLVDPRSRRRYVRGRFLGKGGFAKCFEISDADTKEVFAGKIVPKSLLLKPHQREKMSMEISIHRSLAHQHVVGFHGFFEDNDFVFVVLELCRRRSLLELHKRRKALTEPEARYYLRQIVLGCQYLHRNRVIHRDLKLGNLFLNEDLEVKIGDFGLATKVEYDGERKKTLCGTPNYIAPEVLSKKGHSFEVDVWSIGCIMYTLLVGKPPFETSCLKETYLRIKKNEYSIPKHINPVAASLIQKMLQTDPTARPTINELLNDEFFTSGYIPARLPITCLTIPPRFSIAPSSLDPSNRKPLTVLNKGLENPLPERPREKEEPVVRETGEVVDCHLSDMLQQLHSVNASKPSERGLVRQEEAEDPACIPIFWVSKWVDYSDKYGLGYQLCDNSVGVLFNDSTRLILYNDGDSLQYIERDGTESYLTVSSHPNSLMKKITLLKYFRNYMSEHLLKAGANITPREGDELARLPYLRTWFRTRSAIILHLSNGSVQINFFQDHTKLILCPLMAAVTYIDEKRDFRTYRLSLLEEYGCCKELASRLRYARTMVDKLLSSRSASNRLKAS
# S1P2 agonist: S1P2 (human) receptor agonism. S1P2-expressing cell line, agonist reporter read-out. hit rate 0.46% among 97,000. O95136. activation, % at 4.5 µM; in the data active = activation above about 16%;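 note: 0% = vehicle low control and 100% = maximal reference agonist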
# Target sequence (O95136 whole entry, looked up): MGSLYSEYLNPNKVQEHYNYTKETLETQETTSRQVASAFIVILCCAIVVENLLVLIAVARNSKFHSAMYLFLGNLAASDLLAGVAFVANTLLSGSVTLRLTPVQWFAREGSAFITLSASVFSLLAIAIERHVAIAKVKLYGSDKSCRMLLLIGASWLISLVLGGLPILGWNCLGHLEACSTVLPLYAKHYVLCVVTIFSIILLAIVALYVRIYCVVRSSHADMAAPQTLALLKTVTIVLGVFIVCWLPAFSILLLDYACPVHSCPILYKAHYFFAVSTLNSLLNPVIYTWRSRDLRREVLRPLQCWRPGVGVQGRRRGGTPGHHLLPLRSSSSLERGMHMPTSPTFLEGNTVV
# PLK1 inh: PLK1 (human) kinase inhibition; P53350; recombinant PLK1 kinase, TR-FRET peptide phosphorylation; inhibition, % at 10 µM; hit rate 0.53% among 97,000; AID 619;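 active = inhibition of 50% or more in the single-concentration screen; inactive = inhibition below 50%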;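 note: 0% = DMSO max control and 100% = H-89 dihydrochloride min control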
# S1P2 blocker: blocks the human S1P2 receptor | cell-based S1P2 antagonist assay, inhibition at 5 uM | O95136 | hit rate 0.21% among 97,000 | inhibition, % at 5 µM | AID 736; in the data active = inhibition above about 45%;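 note: CRE beta-lactamase reporter cells expressing human S1P2 stimulated with S1P; 0% = agonist at EC80 alone and 100% = agonist plus reference antagonist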
# FAK inh: FAK (human) kinase inhibition; Q05397; biochemical FAK kinase activity assay; inhibition, %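 (tested at 7 µM)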; hit rate 0.84% among 97,000; AID 727; in the data active = inhibition above about 19%;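 note: 0% = DMSO and 100% = reference compound high control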
# * marks the source's active call; other numbers are inactive results; . = no result given.
SMILES,Rev-RRE block,MT1-MMP txn act,PLAP act,EphB4 ephrin blk,PLK1 PBD inh,S1P2 agonist,PLK1 inh,S1P2 blocker,FAK inh
COC(=O)c1ccc(CSc2nc3ccccc3[nH]2)o1,8.5,1.2,0.9,-3.8,-25.6,6.9,-4.0,-24.4,2.1
CCCS(=O)(=O)N1CCC(C(=O)NCCN(CC)c2ccccc2)CC1,-1.8,1.3,1,-9.2,-22.7,-9.6,-5.4,-3.7,-0.1
Cc1cccc(/C=N\NC(=O)c2sccc2-n2cccc2)c1,-3.9,.,0.9,-9.3,4.1,-7.7,-11.0,7.9,1.6
Clc1cc(Br)ccc1OCCn1ccnc1,5.5,1,1.1,9.1,12.7,-2.9,-3.5,-0.6,1.1
COc1ccc(OCC(=O)Nc2ccc3c(c2)nc2n3CCSC2)cc1,5.4,1,0.8,-1.6,-7.3,-3.5,-11.9,-1.3,2.4
O=C(NCCc1ccccn1)c1ccc(S(=O)(=O)N2CCCCCC2)cc1,4.9,1.2,0.9,-0.7,-14.1,-11.8,-15.3,13.4,-1.2
CN1CCN(C(=O)c2ccc3c(=O)n(Cc4ccc(Cl)cc4)c(=S)[nH]c3c2)CC1,5.5,1,1.2,5.5,-5.9,-8.5,-1.6,21.1,9.4
CS(=O)(=O)N(CC(O)Cn1c2ccccc2c2ccccc21)c1ccccc1 (stereo unspecified),9.8,1.1,1.7,-4.5,-12.0,-8.0,-4.0,-17.6,-0.6
Cc1nc2ccccc2n1CC(=O)NCCN1CCOCC1,1.0,1,.,4.4,-1.2,-5.3,-8.2,0.6,-2.7
CCCCC[n+]1ccn(C2=C([O-])c3ccccc3C(=O)/C2=N\S(=O)(=O)c2ccccc2)c1,0.4,1,1.2,11.3,9.4,-3.8,-9.2,32.2,9.4
CCC1=Nc2cc(C(=O)NCCCOC(C)C)ccc2Sc2ccccc21,2.2,1.1,1.9,-7.5,-0.7,-6.9,-1.4,-9.3,-0.2
Fc1cccc(Cl)c1Cn1nnc(-c2ccc(N3CCOCC3)cc2)n1,8.0,1.3,1.1,4.4,25.3,-10.2,-1.9,14.6,7.2
CCn1c(COc2ccccc2C)nnc1SCC(=O)N1CCC(C)CC1,-1.2,1.1,1.5,-1.7,18.1,-4.4,-5.5,1.7,3.3
N#Cc1c(-c2ccco2)cc(C2CC2)nc1N,4.1,1,1.1,-5.5,7.8,2.8,35.5,-50.2,3.3
CS(=O)(=O)N1N=C(c2ccc(Cl)cc2)CC1c1cccs1 (stereo unspecified),5.4,1.9,0.7,3.4,-19.3,-2.6,-8.1,6.7,4.3
CCOc1ncccc1C(=O)OCC(=O)c1cccs1,10.3,.,0.8,2.9,2.2,-1.5,-15.6,27.1,1.6
Cc1ccc(NC(=O)CSc2nnc(-c3cnccn3)n2Cc2ccco2)cc1,2.5,1.2,0.8,1.6,7.6,-9.9,5.9,0.1,-0.4
CCCCN1C2=NCCCN2c2ccccc21,4.7,1.2,0.8,5.7,-27.4,-4.7,-1.8,20.1,-1.5
CC(Sc1nc2nn(-c3ccccc3)c(=O)c-2c2n1CCCCC2)C(N)=O (stereo unspecified),-1.6,1.1,0.7,-0.2,-16.5,-2.0,-13.8,1.7,0.6
c1ccc(-n2c(SCc3ccncc3)nnc2-c2ccco2)cc1,4.1,1.2,0.8,2.5,-4.6,-4.3,-10.7,-5.8,1.0
Cc1nc(Nc2ccc3c(c2)OCCO3)c2oc3ccccc3c2n1,8.6,1.3,1.4,1.8,-11.2,5.7,-14.6,-23.6,3.5
CSc1nc(Sc2ccccc2)c2ccccc2n1,14.7,.,1,-1.5,-2.9,-7.2,1.2,-7.3,2.7
COc1ccc(OC)c(NC(=O)C2C3CC4OC(=O)C2C4C3)c1 (stereo unspecified),1.7,1,.,0.7,-8.0,-2.9,-11.5,-8.1,-1.1
CN(C)C(=O)CN(C)S(=O)(=O)c1ccc(Cl)cc1,9.0,1.2,1,2.5,-8.9,-4.0,-10.1,21.2,2.1
CCCN(CCC)CCNC(=O)c1cc2c(C)nc3ccccc3c2o1,9.0,1,1.2,-12.0,21.5,-6.6,-4.9,-13.5,1.3
CCCCN1C(=O)NC(NC(=O)c2ccco2)(C(F)(F)F)C1=O (stereo unspecified),8.3,1.1,1,2.2,-48.1,-8.3,0.5,17.7,-5.1
Cn1c(/N=C/c2c(O)ccc3ccccc23)nc2ccccc21,4.6,1.2,1.1,5.4,-12.6,-11.6,-2.6,29.6,6.8
CSc1ccc(Cn2nnc(C(=O)NCc3ccccc3)c2N)cc1,2.2,1.2,0.9,1.9,-8.5,-6.8,-10.8,14.4,-0.4
C=CCn1c(=O)c2ccccc2n2c(SCC(N)=O)nnc12,11.9,1.1,1,-0.4,4.6,-1.8,-0.2,12.8,4.9
Cc1cc(NC(=O)C2CCCN(S(=O)(=O)c3c(C)noc3C)C2)n[nH]1 (stereo unspecified),7.8,1.1,0.8,1.8,-15.2,-1.7,-2.6,16.1,2.3

# Rewritten field by field: part of the list above
molecule: CCCCN1C2=NCCCN2c2ccccc21
  Rev-RRE block = 4.7; MT1-MMP txn act = 1.2; PLAP act = 0.8; EphB4 ephrin blk = 5.7; PLK1 PBD inh = -27.4; S1P2 agonist = -4.7; PLK1 inh = -1.8; S1P2 blocker = 20.1; FAK inh = -1.5

molecule: Fc1cccc(Cl)c1Cn1nnc(-c2ccc(N3CCOCC3)cc2)n1
  Rev-RRE block = 8.0; MT1-MMP txn act = 1.3; PLAP act = 1.1; EphB4 ephrin blk = 4.4; PLK1 PBD inh = 25.3; S1P2 agonist = -10.2; PLK1 inh = -1.9; S1P2 blocker = 14.6; FAK inh = 7.2

molecule: CCCN(CCC)CCNC(=O)c1cc2c(C)nc3ccccc3c2o1
  Rev-RRE block = 9.0; MT1-MMP txn act = 1; PLAP act = 1.2; EphB4 ephrin blk = -12.0; PLK1 PBD inh = 21.5; S1P2 agonist = -6.6; PLK1 inh = -4.9; S1P2 blocker = -13.5; FAK inh = 1.3

# (next part)
SMILES,Rev-RRE block,MT1-MMP txn act,PLAP act,EphB4 ephrin blk,PLK1 PBD inh,S1P2 agonist,PLK1 inh,S1P2 blocker,FAK inh
COc1ccc2cc(C3(C)NC(=O)N(CC(=O)NCc4ccco4)C3=O)ccc2c1 (stereo unspecified),4.5,1.3,0.9,1.4,-50.7,-6.0,-7.7,13.8,-4.7
CN(CC(=O)Nc1ccccc1Cl)C(=O)COC(=O)CNC(=O)c1ccc(Br)o1,6.7,1.1,.,-8.7,6.8,0.8,-7.2,-13.1,-3.0
Cc1cc(C)c(N2CCN(S(=O)(=O)N3CCCCCC3)CC2)c(C)c1,4.8,1.1,0.8,-0.3,13.3,-5.1,-1.6,-13.3,2.5
CCC(C)(C)NC(=O)CN(C(=O)CCC(=O)Nc1cc(C)ccn1)c1ccc2c(c1)OCO2,7.6,1.1,1.1,2.8,28.8,-3.5,-5.7,8.9,1.4
O=S(=O)(c1ccc(OCC(O)CN2CCN(c3ccc(F)cc3)CC2)cc1)N1CCOCC1 (stereo unspecified),7.9,1.1,1.8,8.0,-9.5,-8.9,0.3,18.6,-6.2
O=C(Nn1cnnc1)c1cc2c(s1)CCCC2,2.9,1,0.8,-7.3,0.3,-0.9,-8.5,16.8,-0.5
COc1ccccc1OCCN1C(=O)S/C(=C\c2ccco2)C1=O,15.0,.,1,-5.5,-30.9,-3.4,-6.4,6.9,2.8
CCn1c(SCC(=O)Nc2ccccc2)nc2c1c(=O)n(C)c(=O)n2C,-2.5,1.1,.,6.3,-5.0,-2.8,-3.3,-21.4,-2.2
CCOC(=O)N1CCN(C(=O)C2COc3ccccc3O2)CC1 (stereo unspecified),3.2,1,1,-8.6,11.2,-1.9,-3.9,-11.1,-0.3
O=c1c2ccccc2nc(-c2cccc(Cl)c2)n1O,4.3,1.2,1,5.1,6.4,-5.3,-11.3,7.8,4.1
COC(=O)c1ccc(Oc2ccc(C(C)(C)C)cc2)c([N+](=O)[O-])c1,17.1,.,0.9,-5.4,2.5,6.5,-6.1,20.6,-1.1
COc1ccc(OC)c(NC(=O)CC(NCCC2=CCCCC2)C(=O)O)c1 (stereo unspecified),3.3,1.2,1.6,-12.3,15.5,-6.2,-5.8,-16.3,2.6
CCCOc1ccccc1C(=O)NC(CO)C(=O)O (stereo unspecified),3.2,1.2,1.1,3.0,8.1,-2.9,4.9,-6.7,0.8
CC(=O)N(CN1C(=O)c2ccc([N+](=O)[O-])cc2C1=O)c1ccc(F)cc1,2.8,.,1.2,-2.1,5.9,-0.5,-10.6,15.8,2.7
COc1cccc(N=C2SC(C(=O)Nc3ccccc3F)CC(=O)N2C)c1 (stereo unspecified),5.1,1.1,1,10.6,10.8,-4.1,-3.8,14.3,4.7

# An excerpt of these results, with the structure last.
Rev-RRE block	MT1-MMP txn act	PLAP act	EphB4 ephrin blk	PLK1 PBD inh	S1P2 agonist	PLK1 inh	S1P2 blocker	FAK inh	SMILES
7.6	1.1	1.1	2.8	28.8	-3.5	-5.7	8.9	1.4	CCC(C)(C)NC(=O)CN(C(=O)CCC(=O)Nc1cc(C)ccn1)c1ccc2c(c1)OCO2
7.9	1.1	1.8	8.0	-9.5	-8.9	0.3	18.6	-6.2	O=S(=O)(c1ccc(OCC(O)CN2CCN(c3ccc(F)cc3)CC2)cc1)N1CCOCC1 (stereo unspecified)

# Later entries:
SMILES,Rev-RRE block,MT1-MMP txn act,PLAP act,EphB4 ephrin blk,PLK1 PBD inh,S1P2 agonist,PLK1 inh,S1P2 blocker,FAK inh
Cn1cc(C(CC(=O)O)C(=O)O)c2ccccc21 (stereo unspecified),12.5,1.1,1.5,6.4,-38.2,-5.2,-1.3,3.1,-0.4
Cc1ccc(-c2noc(CCC(=O)NCCCN3CCN(c4ccc(F)cc4)CC3)n2)cc1,9.6,0.9,1.6,-0.3,5.3,-3.1,-15.9,2.3,1.9
CN1CCN(CC(O)c2ccccc2)CC1 (stereo unspecified),5.2,.,1,-0.3,-3.9,-5.2,-6.7,-1.7,-0.1
CCn1c(=O)c2cc(C(=O)Nc3cc(C)on3)sc2c2ccccc21,9.4,1,0.9,-1.2,-9.2,-4.7,-42.9,-17.1,-8.1
O=C(NCC1CCCO1)c1ccc(CS(=O)(=O)c2ccc(Br)cc2)o1 (stereo unspecified),-0.3,1,1,1.4,-13.5,-5.2,2.5,6.4,-6.8
O=C1CN(C(=O)COC(=O)C2CCN(S(=O)(=O)c3ccccc3C(F)(F)F)CC2)c2ccccc2N1,12.2,.,1.9,5.1,-37.6,-4.6,-10.6,3.0,0.7
CC(=O)c1cccc(NC(=O)c2ccc(N(C)S(C)(=O)=O)cc2)c1,3.9,1.2,0.8,8.3,8.3,-5.5,1.5,-6.6,2.0
CCCSc1nc2c(c(=O)[nH]c(=O)n2C)n1Cc1ccc(C)cc1,5.0,1.2,1,9.4,-20.4,-6.6,-5.3,-9.0,-1.5
COc1cc(C(=O)Nc2ccc(NC(=O)c3ccco3)nc2)cc(OC)c1OC,4.9,1.1,0.8,1.0,-11.5,-3.0,-22.5,3.0,3.0
c1ccc2c(c1)CCOC2CNCCCN1CCCCC1 (stereo unspecified),0.6,1.4,.,-4.2,7.8,-2.0,-7.4,18.5,1.4
COc1cccc(-c2nnc(SCC(=O)Nc3ccc4c(c3)OCCO4)n2Cc2ccco2)c1,-1.8,1.1,1.6,0.4,-3.0,-3.8,1.3,-14.2,-4.7
Cc1ccc(OCCCN(C)C)c(Br)c1,-4.4,1.3,1,-10.7,9.0,-1.8,-9.5,6.6,1.0
CN1CCN(Cc2c(O)ccc3c(=O)c(Oc4ccccc4Cl)c(C(F)(F)F)oc23)CC1,4.8,1.1,1.4,7.8,-7.9,-12.2,-1.7,1.1,-3.9
Cc1nn(C(=O)c2ccc3c(c2)OCO3)c(N)c1-c1ccccc1,7.9,1.2,1.1,-1.2,7.3,-8.1,-11.1,17.8,4.6
Cc1ccc(NC(=O)CSc2nnc(C3CCCCC3)n2N)cc1F,8.4,1.1,0.9,6.8,-2.3,-5.9,-12.6,4.5,-1.9
CN(Cc1nc(-c2cccnc2)no1)S(=O)(=O)c1ccccc1,3.0,1.3,0.9,-6.5,-14.3,-1.2,-8.8,-4.8,-1.3
CS(=O)(=O)c1ccc(Cl)c(NC(=O)COC(=O)CNC(=O)c2ccc(Br)o2)c1,-0.3,1.1,0.9,-6.9,29.6,-3.3,-8.9,-19.2,-0.4
